MOR-DOR inv ag: inverse agonist of human OPRM1-OPRD1 heterodimerization | P35372+P41143 | cell-based MOR-DOR heterodimer luminescence, inverse agonism | inhibition, % at 9.3 µM | 0.21% of 340,000 active | AID 504357; in the data active means inhibition above about 22%, passing the limit was not always enough;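 further: 0% = cells with DMSO and 100% = wells without cells with DMSO; values of inactives mirror those of a sister screen read the other way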
Target sequence (P35372 whole entry, looked up): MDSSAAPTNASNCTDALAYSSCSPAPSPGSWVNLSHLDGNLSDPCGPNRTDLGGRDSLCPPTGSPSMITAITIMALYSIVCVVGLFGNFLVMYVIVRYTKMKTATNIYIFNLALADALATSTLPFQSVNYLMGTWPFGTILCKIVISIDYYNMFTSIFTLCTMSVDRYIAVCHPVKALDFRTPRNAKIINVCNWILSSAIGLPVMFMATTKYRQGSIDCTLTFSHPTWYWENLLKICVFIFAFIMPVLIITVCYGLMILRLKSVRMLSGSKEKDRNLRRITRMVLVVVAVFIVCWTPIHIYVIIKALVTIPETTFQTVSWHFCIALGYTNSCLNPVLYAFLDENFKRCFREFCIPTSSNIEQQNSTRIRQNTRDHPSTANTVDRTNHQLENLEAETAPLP
Target sequence (P41143 whole entry, looked up): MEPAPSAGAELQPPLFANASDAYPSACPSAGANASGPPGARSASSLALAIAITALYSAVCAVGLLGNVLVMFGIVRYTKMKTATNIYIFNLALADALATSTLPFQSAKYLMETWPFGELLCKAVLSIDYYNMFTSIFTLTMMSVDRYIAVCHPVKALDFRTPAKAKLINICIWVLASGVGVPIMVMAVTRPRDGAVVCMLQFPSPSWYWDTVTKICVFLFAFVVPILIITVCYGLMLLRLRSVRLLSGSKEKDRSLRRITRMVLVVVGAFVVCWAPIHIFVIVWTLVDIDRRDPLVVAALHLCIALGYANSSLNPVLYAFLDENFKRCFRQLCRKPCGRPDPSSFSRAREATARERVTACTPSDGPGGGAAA
phage Ecoli inh: E. coli growth loss with phage present; inhibition, % at 11.9 µM; growth absorbance; 0.26% of 360,000 active; in the data active means inhibition above about 11%
OPRM1-OPRD1 ag: OPRM1-OPRD1 heterodimerization agonism; P35372+P41143; cells, luminescence; activation, % at 9.3 µM; 0.3% of 340,000 active; AID 504326; in the data active means activation above about 18%;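 further: 0% = vehicle-treated cells and 100% = reference agonist; values of inactives mirror those of a sister screen read the other way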
PfHsp90 yeast 2: growth inhibition of yeast expressing Plasmodium Hsp90. S. cerevisiae expressing PfHsp90, BacTiter-Glo ATP, 48 h; yeast lacking PDR1 and PDR3 efflux regulators. inhibition, % at 9.4 µM. 0.32% of 310,000 active. AID 504621;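 active means every replicate shows inhibition above about 80%, whatever the replicate mean, limit read from the data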;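 further: 0% = DMSO neutral controls and 100% = 20 µM radicicol positive controls; yeast relying on Plasmodium falciparum Hsp90 in place of its own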
Mot1-301 SUMO: SUMOylation pathway inhibition by Mot1-301 growth rescue. S. cerevisiae Mot1-301 growth rescue, ATP luminescence, 38.5C; percent above DMSO median, 100 means doubled. growth rescue, % at 18.8 µM. 1% of 320,000 active;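 active means every valid replicate shows activation above 250% relative to neutral control wells; inactive means the rest, any valid replicate at or below 250%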;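 further: OY570 slx delta 5 strain wells were the positive control but not used for scaling; some compounds called inactive have numbers as strong as hits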
Tat export inh: inhibitors of E. coli Tat protein transport | E. coli MC4100 TorA-mCherry Tat export, fluorescence | inhibition, % at 10 µM | 0.036% of 340,000 active | AID 488895;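 active means mean replicate inhibition at least 50% and at least half of replicates individually reaching 50%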;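 further: exported cargo escapes ClpAP degradation while cytoplasmic cargo is degraded and loses fluorescence; 0% = median of neutral control wells and 100% = median of NaSCN control wells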
AddAB inh: less growth of phage-infected E. coli with AddAB; inhibition, % at 11.9 µM; E. coli expressing H. pylori AddAB, absorbance growth; 0.29% of 330,000 active; AID 435030; in the data active means inhibition above about 12%;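 further: 0% = vehicle wells of infected cells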
Ecoli viability: counter-screen for AddAB inhibitors: E. coli growth inhibition; E. coli V3065 growth, OD600 absorbance, 18 h; inhibition, % at 11.9 µM; 0.27% of 330,000 active; AID 449728;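 active means inhibition above the campaign's mean inhibition across all tested compounds plus 3 SD, cut at about 9.9% in these data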;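 further: uninfected addAB+ strain grown without phage in ampicillin broth; 0% = DMSO wells and 100% = ciprofloxacin 0.95 µg/ml wells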
Arr AP2 block: human beta-arrestin and AP2 interaction inhibition. 0.31% of 340,000 active. FITC-arrestin peptide / GST-AP2 beads, flow cytometry; AP2 beta2 appendage carries R879A mutation. inhibition, % at 10 µM;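 active means inhibition above a set limit, near 3 SD of compounds lacking own fluorescence, cut at about 54% in these data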;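 further: plate controls were DMSO wells for no effect and 5 µM unlabelled arrestin peptide for full effect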
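Test system: GST-tagged AP2 beta2-adaptin appendage (R879A) on 4 µm glutathione beads; also added: fluorescein-tagged arrestin peptide at 50 nM final; timing: 12 min plus 1 h, RT; signal: flow cytometry, FL1 (488/535 nm); read-out: percent drop in bead-associated FITC signal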
Pemphigus Ab inh: blocks pemphigus antibody binding to human desmoglein-3 | P32926 | binding (percent of control), % at 10 µM | 0.48% of 310,000 active | AID 588358 | DSG3-coupled beads, scFv-anti-DSG3-GFP binding, flow cytometry; active compounds read low;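 active means binding more than 3 SD below its plate's average and above zero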;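 further: hits lower antibody fragment binding to DSG3; some compounds called inactive have numbers as strong as hits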
PKA-R1A activ: activators of PKA-R1A complex; P00514+P68181; PKA-R1A dissociation, Cy5-IP20 fluorescence polarization; scaled: DMSO 0%, 113 µM cGMP 100%; activation, % at 11.4 µM; 0.083% of 340,000 active; AID 504707;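 active means percent activation above the mean of all tested compounds plus 3 SD, cut at about 19% in these data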;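 further: higher means more PKAc released from R1A so a rise in polarization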
Active calls of the source: *; i = inactive; . = no result given.

SMILES	MOR-DOR inv ag	phage Ecoli inh	OPRM1-OPRD1 ag	PfHsp90 yeast 2	Mot1-301 SUMO	Tat export inh	AddAB inh	Ecoli viability	Arr AP2 block	Pemphigus Ab inh	PKA-R1A activ
CC(C)C[C@H](NC(=O)N1c2ccccc2NC(=O)[C@@H]1C(C)C)C(=O)N1CCC[C@@H]1C(=O)O	16	0.8	-3.2	1	2	0	1.8	0.3	-4	.	-17
CN(C)CCn1cnc2c1c(=O)[nH]c(=O)n2Cc1ccccc1	.	3.8	.	-29	3	-6	-0.2	-1.2	8	101	-1
COC(=O)c1cc(NC(=O)c2ccccc2)c(=O)oc1C/C=N\OCc1ccc(Cl)cc1Cl	7	1.2	-1.1	-12	3	5	3.0	-0.6	-4	96	-11
Cc1ccc(CN2CCN(/N=C/c3ccc(C(F)(F)F)cc3)CC2)c(C)c1	12	6.7	-2.4	-20	326*	1	8.4	1.6	0	81	-15
CC1CCCCN1C(=O)CSc1nc2ccccc2n1CC(=O)N1CCc2ccccc21 (stereo not drawn)	.	1.6	.	.	0	3	1.0	-1.1	5	96	-3
CCOc1cc2[nH]c(=O)n(CCCCC(=O)NCc3ccco3)c(=O)c2cc1OCC	5	1.5	-0.8	.	7	15	-2.2	0.2	-5	.	-3
COc1ccc(C(=O)C2CCCN(C(=O)c3csc(C(C)=O)c3)C2)c(C)c1 (stereo not drawn)	12	-1.5	-2.4	26	9	-8	0.7	0.7	5	93	-4
Cc1nc(NC(=O)C(Cl)Cl)sc1C(=O)N(C)C	1	0.2	-0.2	4	65	-1	3.7	0.3	11	111	-15
Cc1cc2ncn(CS(C)(=O)=O)c2cc1C	7	-4.1	-1.4	-3	2	0	1.1	0.4	4	103	2
COc1ccc(-c2noc(CCC(=O)Nc3cccc(C)c3)n2)cc1	-18	2.4	4.2	-20	1	-11	3.4	-1.1	5	101	-5
Cc1ccc(-c2noc(CCC(=O)NCCc3ccccc3Cl)n2)cc1	-21	.	5.0	7	14	-7	-0.8	-1.7	-3	110	-5
O=C1C(Oc2ccc(Cl)cc2)C(c2ccc3c(c2)OCO3)N1CC1CCCO1 (stereo not drawn)	7	3.2	-1.2	-22	10	1	-0.2	-0.9	29	81	-8
Nc1nc(-c2ccco2)nc(N2CCCCC2)n1	8	-1.8	-1.6	-13	5	-3	-3.6	-0.9	3	106	0
COc1cccc(OC)c1C(=O)N1CCNCC1	2	-0.8	-0.4	1	-16	5	-0.6	0.6	29	89	9
Cc1cc(C(C)(C)C)cc(C)c1COC(=O)C1CCC(=O)N1 (stereo not drawn)	0	1.4	0.0	5	-5	3	1.9	-1.0	1	.	-4
Cc1cc([N+](=O)[O-])c(C)cc1-c1ccc(/C=N/n2cnnc2)o1	16	2.4	-3.1	-26	0	-10	.	.	4	116	10
CCc1nc2ccccc2c(C(=O)Nc2ccc(C)cc2)c1C	11	0.9	-2.2	-17	-11	2	.	.	30	93	8
CC1=CCC(C(=O)O)C(C(=O)Nc2nc3ccc(S(C)(=O)=O)cc3s2)C1 (stereo not drawn)	11	0.9	-2.1	8	-23	-5	1.7	2.5	9	.	8
CN(C(=O)COc1ccc(Cl)cc1Cl)c1nnc(C23CC4CC(CC(C4)C2)C3)s1	2	2.5	-0.3	-7	7	2	1.0	1.4	4	97	0
O=C(O)C1CCN(C(=O)c2ccccc2N2C(=O)[C@@H]3Cc4c([nH]c5ccccc45)C(c4cccc(Cl)c4)N3C2=O)CC1 (stereo partly drawn)	6	2.5	-1.2	24	2	-10	2.7	0.3	8	108	6
C=CCNC(=O)/C(=C\c1ccc2c(c1)OCO2)NC(=O)c1ccc(Br)cc1	23	4.1	-4.5	21	-3	-3	-0.3	1.3	-4	84	-7
O=C(NCCN1CCC(Cc2ccccc2)CC1)C1CCCN(S(=O)(=O)c2cnc[nH]2)C1 (stereo not drawn)	12	3.0	-2.3	27	-6	3	4.5	2.5	-1	108	-10
CC(C)CCOc1ncnc2c1sc1nc3c(cc12)CSC(C)(C)C3	13	3.4	-2.4	-2	.	-6	.	.	-5	116	-5
CC1CCN(C(=O)Nc2ccc3nsnc3c2)CC1	-10	2.1	1.7	8	8	-2	-0.1	0.0	0	102	2
COc1ccccc1NC(=O)N(Cc1ccco1)Cc1cc2c(C)ccc(C)c2[nH]c1=O	7	0.7	-1.2	5	.	-3	.	.	9	106	-9
CCc1ccc(/C=C2/SC(=S)N(CCC(=O)Nc3ccc(C(=O)O)cc3)C2=O)cc1	3	3.9	-0.5	.	-21	-8	0.3	0.5	6	.	10
COCCN(CC(=O)NCc1ccc(F)cc1)C(=O)CCC(=O)Nc1nccs1	5	1.3	-1.1	-3	7	-4	2.2	0.3	-7	.	-1
CCOC(=O)c1cc2c(ccc3nc(C)c(C)c32)[nH]c1C	-9	0.9	1.5	-9	4	-6	-3.1	-2.3	-11	93	3
Cc1ccc(C(=O)Nc2ccc(S(=O)(=O)N3CCN(C)CC3)cc2)cc1	-3	2.0	0.5	-5	2	-11	0.6	0.5	7	96	0
Cc1ccc(C)c(NC(=O)CSc2nc3ccccc3nc2N2CCOCC2)c1	10	2.5	-1.8	-4	10	10	-0.2	-0.9	2	83	-12
CCOc1ccc(N=C2NC(=O)S/C2=C\c2ccc(O)cc2)cc1	-20	1.5	3.3	11	.	-1	1.8	0.6	8	99	-6
O=C1CC(N2CCN(C3CCc4ccccc4C3)CC2)C(=O)N1c1ccccc1 (stereo not drawn)	-7	1.9	1.2	4	8	3	-0.4	1.6	-14	98	-7
CC1CN(C)C(C)CC1OC(=O)C(c1ccccc1)c1ccccc1 (stereo not drawn)	.	2.8	.	.	-4	.	-0.7	-2.5	12	104	.
Cn1c(=O)[nH]c2c(cnn2C)c1=O	3	2.6	-0.6	.	.	3	.	.	-9	93	0
CCCCCC1CCC(C(=O)NNC(=S)NCC)CC1 (stereo not drawn)	16	1.0	-3.8	-25	5	-6	2.9	1.3	10	103	-8
CCN1CCN(C(=S)c2ccc(Br)cc2)CC1	16	2.1	-2.9	.	-19	-3	0.2	-0.3	8	106	-18

The list goes on, overlapping the part above by 2 compounds.
SMILES	MOR-DOR inv ag	phage Ecoli inh	OPRM1-OPRD1 ag	PfHsp90 yeast 2	Mot1-301 SUMO	Tat export inh	AddAB inh	Ecoli viability	Arr AP2 block	Pemphigus Ab inh	PKA-R1A activ
CCCCCC1CCC(C(=O)NNC(=S)NCC)CC1 (stereo not drawn)	16	1.0	-3.8	-25	5	-6	2.9	1.3	10	103	-8
CCN1CCN(C(=S)c2ccc(Br)cc2)CC1	16	2.1	-2.9	.	-19	-3	0.2	-0.3	8	106	-18
Cn1cc([N+](=O)[O-])c(C(=O)NC2CCCC2)n1	17	3.0	-5.1	6	.	-3	.	.	-6	109	2
CC(=O)Nc1cccc(-n2nnc(SCC(=O)Nc3ccccc3)n2)c1	0	1.2	-0.1	1	-2	-5	-0.7	-0.6	17	.	7
C=CC(=O)N=c1sc2ccccc2n1-c1ccccc1	9	5.2	-1.8	-17	0	-10	-2.3	-2.0	5	99	-6
CCCN1CCC(N2CCCC(C(=O)O)C2)CC1 (stereo not drawn)	8	4.1	-1.5	-4	-5	3	-0.1	1.5	4	104	9
Cc1cccc(NC(=O)C2CCCN2S(=O)(=O)c2ccc3c(c2)n(C)c(=O)c(=O)n3C)c1 (stereo not drawn)	11	0.4	-1.9	-15	-6	-10	0.6	2.8	4	109	-4
CN(C)CCNC(=O)c1cc(Br)ccc1Cl	1	4.3	-0.1	-13	2	-12	0.3	-3.8	14	93	3
COc1ccc(CCNC(=O)CN2C(=O)NC3(CCCCC3)C2=O)cc1	13	3.5	-2.6	-13	-31	9	3.1	-0.2	5	93	8
Cc1nn2c(-c3ccncc3)ccnc2c1Br	10	1.1	-2.0	-1	24	-5	0.7	0.5	-18	112	-6
O=C(COc1cccc2c1CCNC2=O)NC1CCCCC1	4	0.1	-0.7	.	-4	5	0.9	0.8	26	103	2
CC(=O)c1ccc(N2CCN(CCC#N)CC2)c(F)c1	4	0.1	-0.7	8	14	3	2.5	0.4	29	95	2
Cc1ccc(C(=O)OCC(=O)NN2C(=O)NC3(CCC(C)CC3)C2=O)cc1 (stereo not drawn)	13	4.3	-2.4	.	-2	-9	-2.6	-0.9	9	102	-8
CCOc1ccc(S(=O)(=O)Nc2cccc(C(=O)N3CCN(c4ccccc4O)CC3)c2)cc1	4	-0.8	-1.2	-3	5	3	0.6	0.9	5	101	3
O=C(Cc1cccs1)NNC(=S)NC(=O)c1ccccc1	12	-3.4	-2.5	-1	160	-3	-0.4	-3.6	14	96	-4
Cc1cc(C)c(C)c(S(=O)(=O)N2CCC(C(=O)N3CCN(c4ccc(F)cc4)CC3)CC2)c1C	13	2.7	-2.4	2	.	5	.	.	7	97	1
CCOP(=O)(OCC)c1nc(-c2ccc(OC)cc2)oc1N1CCOCC1	17	3.6	-3.3	-3	-11	8	1.5	0.0	4	93	-13
COC(=O)c1ccc(CN2CCCC(C(=O)Nc3cccc(-n4cnnn4)c3)C2)cc1 (stereo not drawn)	-19	2.0	2.7	-8	-8	-6	-1.4	-1.3	33	106	-1
C=CCOc1ccccc1CNCc1cccnc1	13	4.9	-2.2	22	-2	-16	2.6	1.3	-16	.	-8
Cc1ccc(C)c(S(=O)(=O)NCCOC(=O)Nc2sc(=S)n(C)c2C)c1	-2	0.0	0.4	-9	1	2	-0.3	-1.2	12	107	2
Cc1cccc(C(=O)N2CCN(Cc3ccc4c(c3)OCO4)CC2)c1	0	3.1	0.1	-11	9	11	-1.7	2.8	9	110	-11
CCC(=O)Nc1ccc2c(c1)C(=O)N(C)C2=O	18	2.9	-3.2	15	i	1	2.4	2.9	32	106	1
CN(c1ccccc1)S(=O)(=O)c1cccc(C(=O)N2CCN(c3ccccn3)CC2)c1	-6	-0.7	1.0	-7	3	0	4.4	-1.8	2	104	-4
Cn1ccnc1SCC(=O)Nc1nc2c(F)c(F)c(F)cc2s1	1	0.1	-0.1	-6	-11	-3	1.1	-0.8	1	101	-10
NS(=O)(=O)c1ccc(NC(=S)NC(=O)C2CCCCC2)cc1	20	1.0	-3.8	18	-9	4	0.9	3.0	-4	103	1
O=C(NC(=S)NCCN1CCOCC1)c1cccc(Cl)c1	19	1.5	-3.5	9	6	13	-1.1	-2.1	15	88	0
CCOc1ccccc1C1CC(=O)Nc2c1c(=O)n(C)c(=O)n2C (stereo not drawn)	12	2.1	-2.2	24	217	2	1.9	0.9	2	96	5

Screening data (PubChem BioAssay)
